# Screens: PubChem BioAssay, Sanford-Burnham Center for Chemical Genomics
# CXCR6 block – inhibitors of human CXCR6 receptor | O00574 | CHO-K1 PathHunter CXCR6 beta-arrestin, luminescence | inhibition, % at 20 µM | 360,000 compounds, 0.36% hits | AID 602244; in the data active = inhibition above about 34%, passing the limit was not always enough;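 note: antagonist mode with CXCL16 agonist at 10 nM final; 0% = 10 nM CXCL16 with DMSO and 100% = unstimulated wells without agonist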
# Target sequence (O00574 whole entry, looked up): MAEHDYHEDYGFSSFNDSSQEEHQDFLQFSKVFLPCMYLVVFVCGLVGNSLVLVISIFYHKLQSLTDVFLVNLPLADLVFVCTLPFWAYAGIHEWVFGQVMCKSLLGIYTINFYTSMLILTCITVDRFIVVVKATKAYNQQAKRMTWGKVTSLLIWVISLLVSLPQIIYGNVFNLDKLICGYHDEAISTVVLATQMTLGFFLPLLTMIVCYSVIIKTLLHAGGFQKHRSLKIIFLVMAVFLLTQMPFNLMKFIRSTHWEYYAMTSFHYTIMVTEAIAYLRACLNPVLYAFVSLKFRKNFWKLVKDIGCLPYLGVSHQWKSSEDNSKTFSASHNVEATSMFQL
# EBI2 antag – EBI2 (human) antagonism. inhibition, % at 5 µM. 360,000 compounds, 0.81% hits. EBI2 beta-arrestin recruitment, luminescence, 7a,25-OHC stimulated; in the data active = inhibition above about 38%;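 note: enzyme fragment complementation signal reports receptor beta-arrestin coupling in cells; 0% = agonist plus DMSO wells and 100% = wells without agonist; some results beyond the cut were filed as inactive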
# Target sequence (P32249 whole entry, looked up, the tested form may be a part): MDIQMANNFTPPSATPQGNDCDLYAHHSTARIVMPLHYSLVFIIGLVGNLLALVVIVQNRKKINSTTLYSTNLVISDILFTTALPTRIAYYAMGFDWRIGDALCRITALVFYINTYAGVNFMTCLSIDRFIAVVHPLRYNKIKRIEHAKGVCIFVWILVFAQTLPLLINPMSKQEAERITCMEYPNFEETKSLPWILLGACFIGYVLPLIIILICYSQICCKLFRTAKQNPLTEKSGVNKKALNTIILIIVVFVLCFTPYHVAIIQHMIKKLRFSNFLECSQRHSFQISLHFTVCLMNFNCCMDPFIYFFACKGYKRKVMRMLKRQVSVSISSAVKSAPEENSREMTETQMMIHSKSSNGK
# An asterisk follows results filed as active. The list is partial, so the mix of outcomes need not match the whole.
# Sample of the layout:
entry	SMILES	CXCR6 block	EBI2 antag
1	CC(=O)c1cccc(-c2ccnc3c2CC(C(=O)NCc2ccc(F)c(F)c2)O3)c1 (configuration not stated)	0	-1
2	CN1CCCC1(C)C(=O)Nc1ccc(-n2cccc2)cc1 (configuration not stated)	6	-5
3	O[C@@H]1CN(CC2CCCCC2)[C@@H](c2ccccc2)C[C@H]1n1cc(C2CC2)nn1	-9	9

# The whole of this part, previewed entries included:
entry	SMILES	CXCR6 block	EBI2 antag
1	CC(=O)c1cccc(-c2ccnc3c2CC(C(=O)NCc2ccc(F)c(F)c2)O3)c1 (configuration not stated)	0	-1
2	CN1CCCC1(C)C(=O)Nc1ccc(-n2cccc2)cc1 (configuration not stated)	6	-5
3	O[C@@H]1CN(CC2CCCCC2)[C@@H](c2ccccc2)C[C@H]1n1cc(C2CC2)nn1	-9	9
4	C[C@H](CO)N1C[C@H](C)[C@H](CN(C)C(=O)c2ccncc2)OCc2ccccc2-c2c(n(C)c3ccccc23)C1=O	0	-12
5	CC=CCn1c(SCCCc2ccccc2)nc2c1c(=O)[nH]c(=O)n2C	-8	15
6	CCCS(=O)(=O)NC(=O)C1(C)CCCN(C(=O)c2ccc3ccccc3n2)C1 (configuration not stated)	0	-11
7	CCOc1cc(/C=N/NC(=O)c2ccncc2)cc(Br)c1O	-5	0
8	O=C(COC(=O)c1cccc(S(=O)(=O)N2CCCC2)c1)Nc1cccc(Br)c1	-4	-3
9	COCCNc1nc(Oc2cccc(NC(C)=O)c2)c2sccc2n1	-2	5
10	CN[C@H]1C[C@H]2c3[nH]c4ccccc4c3CCN2C(=O)[C@H]1[C@H](C)O	-4	-7
11	CC1(C(=O)Nc2cccc3cccnc23)CCN1Cc1ccc(-c2ccccc2)o1 (configuration not stated)	1	1
12	CCCS(=O)(=O)NC(=O)C1(C)CCCN(C(=O)c2nc(C)oc2C)C1 (configuration not stated)	1	0
13	CC(CNC(=O)CCCn1c(=O)c2cccn2c2cccnc21)c1ccccc1 (configuration not stated)	-3	-7
14	CN(CCc1ccccc1)c1cc2c(c3c1ccn3C)C1CCC2O1 (configuration not stated)	-14	-4
15	CCC(CC)C(=O)N(C)c1c(C)nc2c(OCc3cccc(OC)c3)cccn12	5	5
16	COc1cc(Cl)c(C)cc1NC(=O)c1ccccc1NC(=O)CN1CCN(C(C)=O)CC1	9	2
17	FC(F)(F)c1cccc(-c2cncc(N3CCN(CCN4CCCC4)CC3)n2)c1	-6	-5
18	O=C(O)c1ccc2c(c1)S(=O)(=O)c1cc(N3CCN(c4ncccn4)CC3)ccc1C2=O	-12	2
19	CN(C)CCCNc1nc2cc(-c3ccccc3)sc2c(=O)n1C	8	-8
20	CCc1ncc(CO)n1Cc1cccc2ccccc12	-2	-1
21	CC(=O)Nc1ccc(-c2ccnc3c2CC(C(=O)Nc2ccccc2)O3)cc1 (configuration not stated)	-4	-12
22	COc1ccccc1N1CCN(c2ccc3c(c2)S(=O)(=O)c2cccc(C(=O)NCC4CC4)c2C3=O)CC1	-6	-4
23	C#CCN(C[C@H]1[C@H](OC(=O)NCCCCCC)[C@H](OC(=O)NCCCCCC)C[C@@H](C(=O)OC)[C@H]1C(=O)OC)S(=O)(=O)c1ccc(C)cc1	0	16
24	C[C@H](O)[C@@H]1CN2CCc3c([nH]c4ccccc34)[C@@H]2C[C@@H]1N(C)C(=O)OCc1ccccc1	-2	0
25	CC(N)C(=O)NC(C(=O)NC(C)C(=O)Nc1cccc2ccccc12)C(C)C (configuration not stated)	-18	-8

# Compound profiles, as listed above:
# CN[C@H]1C[C@H]2c3[nH]c4ccccc4c3CCN2C(=O)[C@H]1[C@H](C)O in the list: CXCR6 block: -4; EBI2 antag: -7
# FC(F)(F)c1cccc(-c2cncc(N3CCN(CCN4CCCC4)CC3)n2)c1 in the list: CXCR6 block: -6; EBI2 antag: -5

# Later entries
entry	SMILES	CXCR6 block	EBI2 antag
26	COc1ccc(CNC(=O)c2sc(=O)n(Cc3ccc(C)cc3)c2C)cc1	5	3
27	Cc1noc(C)c1C(=O)N1CCC1(C)C(=O)NS(=O)(=O)c1ccc(F)cc1F (configuration not stated)	-1	-6
28	COc1ccc(CN2CCNC(=O)C2CC(=O)N(C)C2CCCCC2)cc1OC (configuration not stated)	0	-13
29	NC(=O)/C(=C\c1ccc([N+](=O)[O-])o1)c1ccco1	0	-7
30	Cc1ccc(S(=O)(=O)N2CC3(O)CN(C(=O)OC(C)C)N(C(=O)OC(C)C)CC3(OC(=O)Nc3cccs3)C2)cc1 (configuration not stated)	-8	0
31	CC(C)(C)S(=O)N1Cc2cc(CO)ccc2[C@H]1CCO (some centres not stated)	3	-4
32	COc1ccc(CC(=O)O/N=C(\N)c2ccncc2)cc1OC	-1	6
33	CN(CC(=O)Nc1ccc(Cl)c(Cl)c1)C(=O)c1ccccc1SCC(=O)N1CCCC1	-6	16
34	O=C(COC(=O)Cc1ccc(Cl)c(Cl)c1)NCCc1ccccc1	3	-11
35	Cc1c(NC(=O)c2cccc(NC(=O)C(C)Oc3ccccc3)c2)c(=O)n(-c2ccccc2)n1C (configuration not stated)	-1	-12
36	CCc1nc2c(OCc3ccc(Cl)cc3)cccn2c1N(C=O)Cc1ccc(OC)cc1	0	3
37	CC(C)C[C@@H]1Cc2[nH][nH]c(=O)c2[C@H](C(C)C)O1	-6	-8
38	COC(=O)c1cc(=O)nc(NN=C2CCCCC2)s1	7	0
39	CC(C)CC(N)c1csc(Nc2ccc(S(C)(=O)=O)cc2)n1 (configuration not stated)	-1	0
40	CC(C)Oc1cc(F)ccc1-c1cc(C(=O)NC2CCCCC2)[nH]n1	0	5
41	CC1C=CC(C)C(C(=O)c2ccccc2)C1C(=O)c1ccccc1 (configuration not stated)	6	8
42	CC(=O)NC(c1cccc(F)c1)c1nc(-c2cccc(C(=O)O)c2)cs1 (configuration not stated)	3	-5
43	CC1=C(C(=O)N(C)C)CC(CC(=O)NCCN2CCOCC2)C(=O)N1CCCN1CCCC1=O (configuration not stated)	0	-5
44	COc1ccc(CNC(=O)c2[nH]c(C(F)(F)F)nc2-c2ccccc2)cc1	-2	-8
45	CC(=O)c1cccc(-c2ccnc3c2CC(C(=O)Nc2cccc(Oc4ccccc4)c2)O3)c1 (configuration not stated)	5	6
46	CC1(C(=O)NCc2cccc3ccccc23)CCN1Cc1cc2ccccc2o1 (configuration not stated)	4	11
47	C[C@H](CO)N1C[C@H](C)[C@@H](CN(C)Cc2cncnc2)Oc2cc(Br)ccc2S1(=O)=O	-1	-4
48	COCCNC(=O)C1(C)CCN(C(=O)c2cc(C(C)(C)C)nn2C)C1 (configuration not stated)	3	-2
49	O=C(O)CC1CC(O)CCC1=O (configuration not stated)	7	-3
50	COc1ccc(Cc2c(-c3ccc(OC)c(OC)c3)nc3cc(C)c(Br)c(C)n23)c(C)c1	10	22
51	COc1cc(NC(=O)Nc2nc(C(N)C(C)C)cs2)cc(OC)c1OC (configuration not stated)	-1	-9
52	C[C@H]1CN([C@@H](C)CO)C(=O)c2cc(Br)cnc2O[C@H]1CN(C)C(=O)c1ccc2c(c1)OCO2	-2	-4
53	O=C(NCc1ccc(F)cc1)c1cc(C2CCCCN2C(=O)c2cccs2)on1 (configuration not stated)	-5	0
54	O=S(=O)(Nc1ccc2c3c(cccc13)CC2)c1ccccc1	3	-10
55	Cc1cc(C(=O)N2CCC2(C)C(=O)NS(=O)(=O)c2ccc(Cl)cc2)nn1C (configuration not stated)	0	-7
56	CC(C)CC1C(=O)N(Cc2cn(CCC3OCCCO3)nn2)CCS(=O)(=O)N1Cc1ccc(-c2ccncc2)cc1 (configuration not stated)	-8	-9
57	Nc1ccn(C2C=CC(CO)O2)c(=O)n1 (configuration not stated)	-1	-10
58	O=C(Nc1cccc(C(=O)O)c1)/C(=C\c1cccc([N+](=O)[O-])c1)NC(=O)c1ccc(Br)cc1	4	6
59	COC(=O)[C@]12CCCCC=C1N(Cc1cccc3ccccc13)C(=O)[C@H](CC(=O)NCC13CC4CC(CC(C4)C1)C3)C2	2	12
60	c1ccc(C2=NCCCO2)cc1	2	-10
61	C[C@H]1CN([C@@H](C)CO)C(=O)CCCn2nncc2CO[C@@H]1CN(C)Cc1ccc(-c2ccccc2)cc1	4	12
62	O=C(CC[C@H]1O[C@@H](n2ccc(=O)[nH]c2=O)[C@H](O)[C@@H]1O)N[C@H](Cc1ccccc1)C(=O)NCC1CCCO1 (some centres not stated)	-2	-2
63	CCCCNC(=O)c1ccc2nc(CC)c(N(CC)CCOC)n2c1	2	-8
64	CC(C)(C)c1cc(NC(=O)COC(=O)c2ccccc2)n(-c2ccccc2)n1	10	-11
65	COc1ccc(CC(=O)NCc2ccccc2F)cc1S(=O)(=O)N1CCOCC1	4	-16
66	CC1(C(=O)NS(=O)(=O)c2ccccc2)CCN1C(=O)COc1ccc(Cl)cc1 (configuration not stated)	-3	-7
67	O=C(Nc1ccccc1Cl)c1cc(C2CCCCN2S(=O)(=O)c2ccc(F)cc2F)on1 (configuration not stated)	0	1
68	Cc1cc(Br)cn2c(Cc3ccccc3C(F)(F)F)c(-c3ccc(Cl)cc3)nc12	4	12
69	C#Cc1ccc(NC(=O)C2(C)CCN2C(=O)Cc2ccc(C(C)(C)C)cc2)cc1 (configuration not stated)	1	-2
70	COC(=O)[C@@]1(Cc2ccc(F)cc2)[C@H]2c3cc(C(=O)N(C)C)n(Cc4ccc(Cl)c(C(F)(F)F)c4)c3C[C@H]2CN1C(=O)c1ccccc1	4	13
71	CCc1nc2ccc(C(=O)NCCCn3ccnc3)cn2c1N(C)C(=O)C1CCCCC1	4	-2
72	Nc1ncnc2c1ncn2[C@@H]1O[C@H](C(=O)NS(=O)(=O)c2ccccc2[N+](=O)[O-])[C@@H](O)[C@H]1O	1	-10
73	O=S(=O)(c1ccccc1)C(Br)S(=O)(=O)c1ccccc1	-3	-2
74	Cc1cc(-c2ccc(F)cc2)n2ncc(-c3ccccc3)c2n1	2	7
75	COC(=O)c1c(C)[nH]c(C(=O)COC(=O)CCc2ccc(OC)c(OC)c2)c1C	-9	1

# Other compounds follow.
entry	SMILES	CXCR6 block	EBI2 antag
76	CN(Cc1ccccc1)N=Nc1ccccc1	0	6
77	CCN(C(=O)c1ccc(NC(=O)C2CCCCC2C(=O)O)cc1)c1ccccc1 (configuration not stated)	0	-8
78	O=C(NCc1cccc(C(F)(F)F)c1)c1ccc2nc([C@@H]3O[C@H](CO)[C@@H](O)[C@H]3O)[nH]c2c1	-3	-2
79	Cc1ccccc1C(NC(=O)C1CCN(Cc2ccc(Oc3ccccc3)cc2)CC1)c1ccsc1 (configuration not stated)	20	4
80	Cc1cccc(C)c1NC(=O)Nc1nnc([C@@H]2C[C@H](O)[C@@H](CO)O2)s1	0	0
81	CCC/C=C/c1ccc(CN2C(C)C(=O)N(Cc3cn(CCC4OCCO4)nn3)CCS2(=O)=O)cc1 (configuration not stated)	-1	0
82	CCc1nc2ccc(C(=O)N3CCN(C(=O)c4ccco4)CC3)cn2c1N(CC)CCOC	2	-3
83	CC(C)NC(=O)Nc1ccc2c(c1)C(=O)N([C@H](C)CO)C[C@H](C)[C@@H](CN(C)S(=O)(=O)c1ccccc1)OCCCC[C@@H](C)O2	-7	-10
84	CCc1nc2c(OCC(=O)C(C)(C)C)cccn2c1N(C=O)CC(=O)N(C)C	-5	5
85	Cc1nc2c(OCc3ccc(OC(F)F)cc3)cccn2c1N(C)C(=O)CCC1CCCC1	-1	16
86	C[C@H]1CCCCO[C@H](CN(C)Cc2ccccc2)[C@@H](C)CN([C@@H](C)CO)C(=O)c2cc(NC(=O)CCC(F)(F)F)ccc2O1	13	20
87	CC(C)(C)n1nnnc1C(c1ccccc1)N1CCN(c2ncccn2)CC1 (configuration not stated)	6	-22
88	CN(C)CCCNc1nc2cc(-c3cnn(Cc4ccccc4)c3)sc2c(=O)n1C	-5	-5
89	C[C@@H]1CN([C@@H](C)CO)C(=O)c2cc(Br)cnc2O[C@@H]1CN(C)Cc1ccc(Oc2ccccc2)cc1	9	8
90	CCOC(=O)[C@]12CCCC=C1N(Cc1ccc(Cl)cc1Cl)C(=O)[C@H](CC(=O)NCCCOC)C2	-2	-4
91	CN(C)CCCN(C(=O)c1ccc(S(=O)(=O)N2CCCCCC2)cc1)c1nc2cc3c(cc2s1)OCO3	4	-4
92	CC(=O)Nc1ccc(CNc2nc3cc(-c4cccc(C(F)(F)F)c4)sc3c(=O)n2C)cc1	-14	14
93	Cc1n[nH]c2ccc([N+](=O)[O-])cc2c1=O	4	-11
94	CC(=O)Nc1ccc(C(=O)N2CCCCC2c2cc(C(=O)Nc3ccccc3Cl)no2)cc1 (configuration not stated)	13	3
95	O=S1(=O)CC(N2CCN(CCO)CC2)CN1CCc1ccccc1 (configuration not stated)	0	-11
96	CC(=O)c1ccc(OCc2cc(C(=O)N(C)CC3COc4ccccc4O3)no2)cc1 (configuration not stated)	-14	-3
97	C#CCNC(=O)C[C@@H]1C[C@@]2(C(=O)OCC)CCC=C2N(Cc2ccco2)C1=O	3	-1
98	CCCN(C)C1CN(Cc2cn(Cc3cccc(C(F)(F)F)c3)nn2)S(=O)(=O)C1 (configuration not stated)	5	-4
99	O=C(Nc1ccc2c(c1)OCO2)c1cc(C2CCCN(C(=O)CCc3ccccc3)C2)on1 (configuration not stated)	-9	13
100	Cc1cn([C@H]2C[C@H](O)[C@@H](CNCc3cc(Br)ccc3OCc3ccccc3)O2)c(=O)[nH]c1=O	6	-9
101	O=C(O)c1ccc2c(c1)C(=O)N([C@H](Cc1cccc3ccccc13)C(=O)O)C2=O	7	2
102	Cc1ccc(-c2ccc(CN3C(CC(C)C)C(=O)N(Cc4cn(Cc5ccco5)nn4)CCS3(=O)=O)cc2)cc1 (configuration not stated)	-4	4
